Compound activity as filed in PubChem.
N370S GC mod: qHTS Assay for Inhibitors and Activators of N370S glucocerebrosidase as a Potential Chaperone Treatment of Gaucher Disease; N370S GC spleen homogenate, 4MU-glucoside fluorescence; AID 2101, 2009; Lysosomal acid glucosylceramidase (Homo sapiens), P04062; Potency, µM (series often up to 59.4 µM), without a hit: top-dose activity change, negative = inhibition, most hits filed as inhibitors; actives 0.092% (n = 330,000);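 further: 0% = full enzyme activity and -100% = no enzyme basal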
FEN1 inh: qHTS Assay for the Inhibitors of Human Flap endonuclease 1 (FEN1); actives 0.35% (n = 390,000); P39748; Recombinant FEN1 flap cleavage, fluorescence, 15 min; Potency, µM (series often up to 114 µM), for inactives: top-dose activity change, negative = inhibition, hits mostly inhibitors; further: nearly all actives have a fitted effect of over 65% in size
Target sequence (P39748 whole entry, looked up): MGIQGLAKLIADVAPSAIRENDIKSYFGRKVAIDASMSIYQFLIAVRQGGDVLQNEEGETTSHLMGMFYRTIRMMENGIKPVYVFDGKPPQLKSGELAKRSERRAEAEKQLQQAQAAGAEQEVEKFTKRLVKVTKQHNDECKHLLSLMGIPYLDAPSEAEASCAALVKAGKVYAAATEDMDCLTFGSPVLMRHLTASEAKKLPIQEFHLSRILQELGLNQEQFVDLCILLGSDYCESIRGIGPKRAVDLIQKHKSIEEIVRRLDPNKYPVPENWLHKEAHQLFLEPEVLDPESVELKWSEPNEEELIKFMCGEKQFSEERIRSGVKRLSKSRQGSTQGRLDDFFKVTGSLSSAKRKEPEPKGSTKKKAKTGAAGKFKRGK
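Nuclease activity of 10 nM FEN1 was measured after 15 min of room-temperature exposure to titrated compounds, by adding 50 nM flap substrate and reading plates at 0 and 15 min.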
TDP1 block: qHTS Assay for Inhibitors of Tyrosyl-DNA Phosphodiesterase (TDP1) | recombinant TDP1, AlphaScreen DNA substrate cleavage | Potency, µM (series often up to 130 µM), without a hit: at the top dose activity change, negative = inhibition, most hits filed as inhibitors | actives 0.28% (n = 350,000); further: nearly all actives have a fitted effect of over 40% in size
Target sequence (Q9NUW8 whole entry, looked up): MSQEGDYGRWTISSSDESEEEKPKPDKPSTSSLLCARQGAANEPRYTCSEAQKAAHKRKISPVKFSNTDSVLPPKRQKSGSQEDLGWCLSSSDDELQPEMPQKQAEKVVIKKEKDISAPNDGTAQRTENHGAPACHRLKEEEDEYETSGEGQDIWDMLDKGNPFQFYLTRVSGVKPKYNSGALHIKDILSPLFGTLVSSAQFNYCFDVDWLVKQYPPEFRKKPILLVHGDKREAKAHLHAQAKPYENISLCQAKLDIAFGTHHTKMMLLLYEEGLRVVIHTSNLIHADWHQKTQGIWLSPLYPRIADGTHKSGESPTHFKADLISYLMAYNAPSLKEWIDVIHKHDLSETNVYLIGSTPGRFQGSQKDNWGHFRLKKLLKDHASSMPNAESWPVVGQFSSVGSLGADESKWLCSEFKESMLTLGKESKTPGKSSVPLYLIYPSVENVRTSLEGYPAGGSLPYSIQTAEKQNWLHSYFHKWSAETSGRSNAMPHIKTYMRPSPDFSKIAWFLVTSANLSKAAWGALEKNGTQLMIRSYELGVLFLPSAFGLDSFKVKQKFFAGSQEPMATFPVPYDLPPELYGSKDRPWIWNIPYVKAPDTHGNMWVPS
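Recombinant human Tdp1 (E. coli-expressed, 1 nM final) preincubated with compounds 15 min at room temperature, then 5'-biotin/3'-phosphotyrosine-FITC DNA substrate (15 nM final) added for 5 min. AlphaScreen beads (10 ug/ml final) added 10 min; cleavage lowers signal.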
An asterisk follows results filed as active; & = joins results of further samples; [ ] = remark or other dose. The call rests on the fitted dose curve; in most records, active means well fitted curve in the direction sought with a large enough effect; inconclusive means small, poorly fitted or top-dose-only effect, or another doubt; inactive means no such curve, though single readings can be large; an effect the other way counts as inactive or inconclusive. Unless noted, on the % scale 0 is the no-effect control and ±100 the full control effect; potency means the concentration at half of the fitted maximal effect.

Screening Cc1ccc(Cl)cc1NC(=O)Nc1cccc(OCc2cc(=O)n3ccccc3n2)c1 returned FEN1 inh -13% and TDP1 block 0%.
Screening C/C(=N/NC(=O)CN1CCN(Cc2ccccc2Cl)CC1)c1ccncc1 returned N370S GC mod 4%, FEN1 inh -3% and TDP1 block 4%.
`CC1Oc2ccccc2OC1(O)c1ccc2ccccc2n1` (stereo not drawn) gave N370S GC mod -3%, FEN1 inh -8% and TDP1 block 3%.
CCN1CCN(c2cc(SC(C)C)nc(-c3ccc(OC)cc3)n2)CC1 was read as N370S GC mod -27%, FEN1 inh -10% and TDP1 block 1%.
COC(=O)c1nc2n(n1)C(c1ccc(OC)c(OC)c1)C(C(=O)OC1CCCCC1)=C(C)N2 (stereo not drawn) was read as FEN1 inh -1% and TDP1 block 2%.
`O=C(c1ccc(Cl)cc1)N1CCCC(C(=O)N2CCCCC2)C1` (stereo not drawn) gave N370S GC mod 0%, FEN1 inh 1% and TDP1 block 6%.
`CC(C)(C)NC(=O)C(c1ccc(O)cc1)N(C(=O)CCC(=O)Nc1nccs1)c1ccc(F)cc1` (stereo not drawn) gave N370S GC mod -28%, FEN1 inh -7% and TDP1 block 6%.
`Cc1cc(C)n(C2CC(=O)N(c3ccccc3)C2=O)n1` (stereo not drawn) gave N370S GC mod 2%, FEN1 inh -2% and TDP1 block 7%.
Screening O=C(N/N=C/c1ccc(Sc2nc3ccccc3[nH]2)o1)c1ccncc1 returned N370S GC mod -4%, FEN1 inh -3% and TDP1 block 8%.
For CCOC(=O)C1(Cc2ccc(OC)cc2)CCN(C(=O)CN2CCN(CC)CC2)CC1 the results were N370S GC mod 2%, FEN1 inh -11% and TDP1 block 0%.
CC(C)CC1OCCC=CC1C (stereo not drawn) was read as N370S GC mod 3%[12.8 µM] and TDP1 block 10%[21 µM].
`CC(=O)c1c(C)n(-c2ccccc2)c2ccc(O)cc12` gave N370S GC mod 3%, FEN1 inh -3% and TDP1 block 2%.
Screening CCC(C)NS(=O)(=O)c1ccc(OCC(=O)NCc2cccnc2)cc1 (stereo not drawn) returned N370S GC mod 2%, FEN1 inh -4% and TDP1 block 6%.
`O=C(COC(=O)Cn1cnc2ccccc21)Nc1cccc(S(=O)(=O)N2CCOCC2)c1` gave N370S GC mod 1%, FEN1 inh 0% and TDP1 block 0%.
`COc1ccc(-n2c3c(cc(C(=O)NCc4ccco4)c2=O)C(=O)CC(C)(C)C3)cc1` gave N370S GC mod inconclusive, FEN1 inh 3% and TDP1 block 0%.

Next section, overlapping the part above by 2 compounds.
`O=C(COC(=O)Cn1cnc2ccccc21)Nc1cccc(S(=O)(=O)N2CCOCC2)c1` gave N370S GC mod 1%, FEN1 inh 0% and TDP1 block 0%.
`COc1ccc(-n2c3c(cc(C(=O)NCc4ccco4)c2=O)C(=O)CC(C)(C)C3)cc1` gave N370S GC mod inconclusive, FEN1 inh 3% and TDP1 block 0%.
For Cn1c(SCC(=O)c2ccc(F)cc2)ncc(C(=O)Nc2ccccc2)c1=O the results were N370S GC mod 18% and FEN1 inh 2%.
Screening COc1ccc(-c2noc(N3CCC(C(=O)Nc4ccc(F)cc4Cl)CC3)n2)cc1 returned FEN1 inh -12% and TDP1 block -3%.
CCC(C)NC(=O)CSc1nc2c(sc3ccccc32)c(=O)n1CCc1ccccc1 (stereo not drawn) was read as FEN1 inh -1% and TDP1 block 5%.
Cc1ccc(C(=O)NNC(=O)C2CCCN(c3ncccn3)C2)cc1 (stereo not drawn) was read as N370S GC mod 8%, FEN1 inh 0% and TDP1 block -2%.
Screening COc1ccc(-c2cc(-c3cccs3)c(C#N)c(SCC(=O)NCc3ccco3)n2)cc1 returned N370S GC mod -13%[2.35 µM], FEN1 inh 6% and TDP1 block 2%.
For O=C(Cn1cnc2c(oc3nc4c(cc32)CCCC4)c1=O)Nc1ccccc1 the results were N370S GC mod inconclusive, FEN1 inh 1% and TDP1 block 5%.
`Cn1c(=O)oc2cc(S(=O)(=O)N3CCC(C(=O)NCC4COc5ccccc5O4)CC3)ccc21` (stereo not drawn) gave N370S GC mod 3%, FEN1 inh -1% and TDP1 block 5%.
`O=C(CN1Cc2ccccc2C1=O)Nc1ccc2c(c1)OCCO2` gave N370S GC mod -5%, FEN1 inh 17% and TDP1 block 2%.
`CCOC(=O)CNC(=O)CSc1nc2ncc(Br)cc2[nH]1` gave N370S GC mod -5%, FEN1 inh -2% and TDP1 block 4%.
CCCCn1c(N)c(N(Cc2ccccc2OC)C(=O)c2cc(CC)c(C)s2)c(=O)[nH]c1=O was read as FEN1 inh -2% and TDP1 block 2%.
For COc1cc(OC)c(C(=O)NCc2ccc3c(c2)OCO3)cc1OC the results were N370S GC mod -2% and FEN1 inh -16%.
C/C(=N\NC(=O)c1cc(C)nc2ccccc12)c1ccc([N+](=O)[O-])cc1 was read as N370S GC mod -3%, FEN1 inh -4% and TDP1 block 6%.
Cc1ccc(C(=O)Nc2c(C)cc(-c3ccc(Cl)cc3)oc2=O)cc1 was read as N370S GC mod 15%, FEN1 inh 11% and TDP1 block 6%.
O=C(NCc1ccccc1)c1cc[n+]([O-])cc1 was read as N370S GC mod -10% and FEN1 inh 22%.
For CC(C)(C)c1cc[n+](CC(=O)Nc2cc(C(F)(F)F)ccc2N2CCOCC2)cc1 the results were N370S GC mod -6%, FEN1 inh 6% and TDP1 block 2%.
For Cc1nn(-c2ccc(C(=O)N3CCN(S(=O)(=O)c4ccccc4C(F)(F)F)CC3)cc2)c(C)c1Cl the results were FEN1 inh 4% and TDP1 block 2%.
`CCn1cc(C2=NOC(C(=O)Nc3cccc(C(C)=O)c3)C2)c(C)n1` (stereo not drawn) gave N370S GC mod 22%, FEN1 inh -3% and TDP1 block -5%.
`CC(OC(=O)CCC(=O)c1cccs1)C(=O)Nc1ccc(Cl)cn1` (stereo not drawn) gave N370S GC mod 0%, FEN1 inh 0% and TDP1 block -1%.
COc1cc(/C=N\Nc2nc3ccccc3o2)cc(OC)c1OC was read as N370S GC mod 4%, FEN1 inh 4% and TDP1 block 8%.
For N[C@H](C(=O)O)[C@H]1C[C@@H]1C(=O)O the results were N370S GC mod -2%&10% and TDP1 block 5%[56.1 µM].
For COc1ccc(NC(=O)CSc2nnc(C3CCCCC3)n2N)cc1 the results were N370S GC mod -7%, FEN1 inh 6% and TDP1 block 1%.
`O=C(COCc1cc(-c2ccc3c(c2)OCO3)on1)NCc1ccc(F)cc1` gave FEN1 inh 8% and TDP1 block -1%.
For CCCCNC(=O)c1cccc(-n2cnc3cccnc32)c1C the results were FEN1 inh -1% and TDP1 block 6%.
COCCSc1nnc(NC(=O)c2ccc(NC(=O)C(C)C)cc2)s1 was read as N370S GC mod -11%, FEN1 inh 23% and TDP1 block 9%.
Screening Cc1noc(C)c1C(=O)OCC(=O)NC(=O)NC12CC3CC(CC(C3)C1)C2 returned N370S GC mod 5%, FEN1 inh -2% and TDP1 block 2%.
Screening Nc1c(S(=O)(=O)c2cccs2)c2nc3ccccc3nc2n1/N=C/c1cccc(O)c1 returned N370S GC mod 7%, FEN1 inh -10% and TDP1 block 4%.
`O=S(=O)(c1cc(Br)c(Cl)s1)N1CCCC1` gave N370S GC mod 5%, FEN1 inh -2% and TDP1 block 6%.
CCOC(=O)CCNC(=O)N1CCCC(Cc2ccccc2)(C(=O)OCC)C1 (stereo not drawn) was read as N370S GC mod -2% and FEN1 inh 14%.
For CCc1cc(=O)oc2c3c(cc(OCC(=O)N[C@H](C(=O)O)[C@H](C)CC)c12)OC(C)(C)CC3 the results were N370S GC mod inconclusive and FEN1 inh -13%.
For Cn1ncc(C#N)c1/N=C/N1CCCCC1 the results were N370S GC mod -11%, FEN1 inh 7% and TDP1 block 4%.
For CCOC(=O)c1ccc(NC(=O)CCc2c(C)nc3nc[nH]n3c2=O)cc1 the results were FEN1 inh -6% and TDP1 block 1%.
`CC(Oc1ccc2c(-c3ccccc3)cc(=O)oc2c1)C(=O)NCCN1CCOCC1` (stereo not drawn) gave N370S GC mod -26%, FEN1 inh -4% and TDP1 block 5%.
For O=C(CN(Cc1ccccc1Cl)C(=O)c1csnn1)NCc1ccc2c(c1)OCO2 the results were N370S GC mod 0%, FEN1 inh -6% and TDP1 block 11%.
`COC(=O)/C=C/c1cc(O)ccc1O` gave N370S GC mod -3% and TDP1 block 6%.
Cc1ccccc1CS(=O)(=O)CC(O)CN1CCCC1=O (stereo not drawn) was read as N370S GC mod -11% and FEN1 inh 18%.
O=C(Nc1cccc([N+](=O)[O-])c1)C1C2CCCCC21 (stereo not drawn) was read as N370S GC mod -6% and FEN1 inh 22%.
CCc1cc2cc(C)cc(C)c2nc1SCC(=O)N1CCCC1 was read as N370S GC mod 0%, FEN1 inh 13% and TDP1 block 2%.
Screening Cc1[nH]c2ccccc2c(=O)c1SC(F)(F)C(F)C(F)(F)F (stereo not drawn) returned N370S GC mod 10%, FEN1 inh -4% and TDP1 block 6%.
Cc1ccc(NC(=O)NC(=O)c2ccccc2)cc1F was read as N370S GC mod -5% and FEN1 inh -3%.
Screening COc1ccc(C)cc1NC(=O)CN(C)S(=O)(=O)c1cccs1 returned N370S GC mod 6%, FEN1 inh -7% and TDP1 block 1%.
`Cc1nn(-c2ccc(N3CCCCC3)nn2)c(C)c1CCC(=O)NCc1ccc(F)cc1` gave FEN1 inh -6% and TDP1 block 1%.
Cc1noc(NS(=O)(=O)c2ccc(NC(=O)c3oc4ccc(Cl)cc4c3C)cc2)c1C was read as N370S GC mod 7%, FEN1 inh -10% and TDP1 block 8%.
`Cc1ccnc(NC(=O)CCC(=O)N(CC(=O)NCCc2ccccc2)c2ccccc2F)c1` gave N370S GC mod 2% and FEN1 inh -9%.
Screening COc1ccc(B(O)O)cc1 returned N370S GC mod -10%, FEN1 inh 5% and TDP1 block 9%.
`COc1cc(/C=N/NC(=O)c2ccc3c(c2)OCO3)ccc1O` gave N370S GC mod -15%, FEN1 inh 13% and TDP1 block 2%.

Three records drawn at random from those above, as already listed:
Cc1noc(NS(=O)(=O)c2ccc(NC(=O)c3oc4ccc(Cl)cc4c3C)cc2)c1C was read as N370S GC mod 7%, FEN1 inh -10% and TDP1 block 8%.
Screening COc1ccc(C)cc1NC(=O)CN(C)S(=O)(=O)c1cccs1 returned N370S GC mod 6%, FEN1 inh -7% and TDP1 block 1%.
Screening Cc1[nH]c2ccccc2c(=O)c1SC(F)(F)C(F)C(F)(F)F (stereo not drawn) returned N370S GC mod 10%, FEN1 inh -4% and TDP1 block 6%.

Next structures
COc1ccc(NS(=O)(=O)c2cn(C)cn2)cc1 was read as N370S GC mod -1%, FEN1 inh 4% and TDP1 block 3%.
CCOc1ccc(NS(=O)(=O)c2ccc(C)c(C(N)=O)c2)cc1 was read as N370S GC mod -2%, FEN1 inh -2% and TDP1 block 0%.
Screening N#Cc1c2c(c(NCCN3CCOCC3)n3c1nc1ccccc13)CCCC2 returned N370S GC mod 18%, FEN1 inh -11% and TDP1 block 5%.
CCOC(=O)[C@@H]1[C@H]2COc3ccc(Br)cc3[C@H]2N2C(=O)N(c3ccc(F)cc3)C(=O)[C@]12C was read as N370S GC mod 30% and FEN1 inh 0%.
`C=CCN(CC=C)C(=O)C[n+]1ccc(C(N)=O)cc1` gave N370S GC mod 3%, FEN1 inh -8% and TDP1 block 4%.
Clc1cccc(C2=NOC(c3nnc(-c4ccccc4)o3)C2)c1 (stereo not drawn) was read as N370S GC mod 5%, FEN1 inh -16% and TDP1 block 1%.
For O=C(O)[C@@H]1CCCN1c1ncnc2sc3c(c12)CCC3 the results were N370S GC mod -2%, FEN1 inh 3% and TDP1 block -1%.
`CCOc1ccccc1-c1nc(-c2ccc(-c3ccccc3)nc2OCC)no1` gave FEN1 inh -23% and TDP1 block -5%.
CCn1cc(/C=C2\SC(=O)N(CC(=O)Nc3ccc4c(c3)OCO4)C2=O)c2ccccc21 was read as N370S GC mod 6%, FEN1 inh -12% and TDP1 block 4%.
For COC(=O)c1ccc(NC(=O)c2cc3cc(C)ccc3n2C)cc1 the results were FEN1 inh 13% and TDP1 block -4%.
Screening Cc1ccc2nc(-c3ccncc3)cc(C(=O)Nc3ccc(F)cc3C)c2c1 returned N370S GC mod 0%, FEN1 inh 1% and TDP1 block 3%.
COc1ccc(CCNC(=O)c2cnc3sc(N4CCOCC4)nn3c2=O)cc1OC was read as FEN1 inh -5% and TDP1 block 0%.
`N=c1c(C(=O)NC2CCCC2)cc2c(=O)n3ccccc3nc2n1CCN1CCOCC1` gave N370S GC mod 14%, FEN1 inh 19% and TDP1 block 2%.

3 consecutive entries already listed:
COc1ccc(NS(=O)(=O)c2cn(C)cn2)cc1 was read as N370S GC mod -1%, FEN1 inh 4% and TDP1 block 3%.
CCOc1ccc(NS(=O)(=O)c2ccc(C)c(C(N)=O)c2)cc1 was read as N370S GC mod -2%, FEN1 inh -2% and TDP1 block 0%.
Screening N#Cc1c2c(c(NCCN3CCOCC3)n3c1nc1ccccc13)CCCC2 returned N370S GC mod 18%, FEN1 inh -11% and TDP1 block 5%.
